From PubChem BioAssay
Xi reactivation: activators of X-chromosome reactivation in mouse fibroblasts; 360,000 tested, 0.055% active; activation, % at 7.58 µM; XiGFP mouse fibroblasts, % GFP-positive cells imaging, 3 d; cells co-treated with 5-aza-dC sensitizer; scaled so ellipticine positive control = 100%; AID 743238;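 active means mean normalized replicate activation at least 10% and every replicate at or above 10%; inconclusive means only one of the two criteria met; inactive means mean below 10% and not all replicates reach 10%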;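 further: 0% = median of on-plate neutral control wells and 100% = ellipticine 6 µM median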
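System: 68-5-11 XiGFP fibroblast line; Timing: 3 days compound exposure; Compound dosing: one concentration, pinned; Benchmarks: positive control ellipticine, 6 µM final; Buffer or medium: DMEM containing 5-aza-dC.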
LGR2 antag: blocks bursicon-induced cAMP signaling via Drosophila LGR2; 380,000 tested, 0.35% active; HEK293 LGR2, CRE-luciferase, bursicon-stimulated, 4 h; AID 720647; inhibition, % at 9.99 µM;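 active means drop in luminescence signal, shown as inhibition above about 50% in the replicate tests, limit read from the data, passing the limit was not always enough; inconclusive means probably only some replicates passing the limit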;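 further: agonist challenge used bursicon conditioned medium at about half maximal strength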
Statin myotox sup: protects C2C12 myotubes from simvastatin toxicity; rescue of ATP level, % at 7.49 µM; 330,000 tested, 0.78% active; ATP luminescence, 48 h; scaled: DMSO 0, geranylgeraniol control 100; AID 602340;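 active means mean ATP rescue above about 67%, or every replicate alone reaching that limit, limit read from the data, passing the limit was not always enough; inconclusive means no clear call, values can overlap the other calls; inactive means mean under the limit and some replicate under it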;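 further: myotubes were challenged with 10 µM simvastatin during compound exposure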
SIRT5 block: blocks human SIRT5 desuccinylation of peptide | inhibition, % at 15 µM | 330,000 tested, 1.1% active | Q9NXA8 | Purified SirT5, succinyl-peptide AMC, trypsin-coupled fluorescence; in the data active means inhibition above about 15%; inconclusive means no clear call, values can overlap the other calls
Target sequence (Q9NXA8 whole entry, looked up): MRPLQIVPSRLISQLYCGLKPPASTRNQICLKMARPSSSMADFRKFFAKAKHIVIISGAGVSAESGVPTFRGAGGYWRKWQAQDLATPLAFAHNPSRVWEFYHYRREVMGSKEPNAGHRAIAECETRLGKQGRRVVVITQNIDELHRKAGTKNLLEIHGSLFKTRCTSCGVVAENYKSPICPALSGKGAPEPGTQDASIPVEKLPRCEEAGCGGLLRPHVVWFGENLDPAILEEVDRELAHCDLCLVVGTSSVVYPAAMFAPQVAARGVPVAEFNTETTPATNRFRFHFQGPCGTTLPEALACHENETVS
Cneo AK release: Cryptococcus neoformans lysis via adenylate kinase release; C. neoformans lysis, adenylate kinase release luminescence, 4 h; normalised: neutral wells 0, clomiphene wells 100; lysis activity, % at 15 µM; 360,000 tested, 0.2% active; AID 651654;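 active means mean lysis activity across replicates of at least 80%, whatever share of replicates individually reach that level; inactive means mean lysis activity below 80%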
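Material – log-phase Cryptococcus neoformans yeast cells · Input – 5 × 10^6 yeast cells/mL · Medium – fresh YPD growth medium · Doses – single compound concentration per well · Timing – static 4 h at 37 °C with compound, 1 h detection · Detection – adenylate kinase release luminescence · Read-out – signal increase indicating cell lysis · Control set – Clomiphene as positive lysis control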
PGC1a acetyl inh: PGC1a acetylation modulation, inhibitor mode; inhibition, % at 15.6 µM; 350,000 tested, 0.17% active; AID 651687; U2OS PGC1a acetylation, AlphaScreen anti-acetyl-lysine; with virally co-expressed GCN5 acetyltransferase;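 active means every replicate shows inhibition of at least 40%; inconclusive means mean inhibition at least 40% but some replicate below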;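 further: 0% = neutral control wells and 100% = positive control wells; some results beyond the cut were filed as inactive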
ERAP1 inh: inhibitors of human ERAP1 aminopeptidase. recombinant ERAP1, Leu-AMC fluorescence, 60 min. inhibition, % at 10.7 µM. 340,000 tested, 0.15% active. AID 652197;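 active means mean replicate inhibition of at least 30%, or all replicates individually reaching that 30% level; inactive means mean below 30% and not every replicate reaching it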;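 further: 0% = neutral control wells and 100% = L-leucinethiol positive control wells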
S100A4 inh HTS: inhibitors of human S100A4 binding to myosin IIA peptide | P26447 | S100A4/TAMRA-MyoIIA peptide fluorescence polarization | inhibition, % at 10.7 µM | 360,000 tested, 0.14% active;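 active means mean inhibition of at least 70% across replicates, with every replicate also reaching that level; inconclusive means mean inhibition reaches 70% but some replicates fall short; inactive means mean inhibition below 70%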
Target sequence (P26447 whole entry, looked up): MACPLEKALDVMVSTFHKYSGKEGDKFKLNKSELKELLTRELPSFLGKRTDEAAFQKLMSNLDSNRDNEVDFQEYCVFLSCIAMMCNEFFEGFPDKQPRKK
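System – human S100A4 monomer protein, biochemical binding assay · Buffer or medium – Calcium-containing HEPES buffer, pH 7.2 · Timing – 5 min between mix addition and reading · Also added – TAMRA-labelled myosin IIA heavy-chain peptide probe, 5 nM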
Numbers without * were called inactive; ? = inconclusive; . = no result given; & = joins results of further samples. Only part of the results is shown; rates above refer to the full screens.

[1] C[C@@H]1CN([C@@H](C)CO)C(=O)c2cc(NC(=O)C3CCCCC3)ccc2O[C@@H](C)CCCCO[C@@H]1CN(C)C(=O)Nc1ccc2c(c1)OCO2
[2] COc1ccc(/C=N/n2cnn(Cc3ccccc3Cl)c2=S)cc1
[3] C[C@H](CO)N1C[C@H](C)[C@H](CN(C)Cc2cccc(F)c2)Oc2ncc(C3=CCCC3)cc2C1=O
[4] Cc1cc(C)cc(C(=O)OCC(=O)Nc2ncccn2)c1
[5] O=C(N[C@@H]1CC[C@@H](CCNS(=O)(=O)c2cccc(Cl)c2)O[C@@H]1CO)c1ccc(F)cc1
[6] O=C1/C(=C\c2ccsc2)NC(=S)N1c1ccccc1
[7] O=C(OCC(=O)N1CCc2ccccc2C1)c1ccc(F)cc1Cl
[8] Cc1cccc(-c2ccc([C@H]3[C@@H](CO)N4CCCCN(C(=O)c5ccncc5)C[C@@H]34)cc2)c1
[9] Cc1ccc(S(=O)(=O)Nc2ccc3c(c2)C(=O)N([C@@H](C)CO)C[C@H](C)[C@H](CN(C)S(=O)(=O)c2ccccc2)OCCCC[C@@H](C)O3)cc1
[10] C[C@H](CO)N1C[C@H](C)[C@@H](CN(C)S(=O)(=O)c2ccccc2)Oc2ccc(NS(=O)(=O)c3ccc(Cl)cc3)cc2CC1=O

| assay / compound | 1 | 2 | 3 | 4 | 5 | 6 | 7 | 8 | 9 | 10 |
| --- | --- | --- | --- | --- | --- | --- | --- | --- | --- | --- |
| Xi reactivation | 0.1 | 0.0 | -0.1&0.1 | 0.0 | 0.4 | . | 0.0 | 0.5 | 0.1 | 0.1 |
| LGR2 antag | 24 | . | -3&4 | 1 | 17 | 4 | -66 | ? | 10 | -6 |
| Statin myotox sup | . | . | 63&7 | -17 | -3 | . | 0 | 29 | . | 34 |
| SIRT5 block | 2 | -1 | -1&-7&7 | -3 | 13 | 0 | -6 | 1 | 24* | 6 |
| Cneo AK release | 53 | . | 4&2 | -1 | 0 | 8 | -2 | 3 | -2 | 0 |
| PGC1a acetyl inh | 19 | . | 3&2 | 0 | -4 | 3 | 21 | -2 | 3 | -9 |
| ERAP1 inh | -3 | -3 | -1&-2 | 0 | 3 | . | -2 | . | 0 | 4 |
| S100A4 inh HTS | 3 | 3 | 6&12&-9 | -1 | 3 | -1 | 0 | -6 | -17 | 3 |

[11] Cc1ccc(S(=O)(=O)N(C)C[C@H]2Oc3ccc(NC(=O)Nc4cccc5ccccc45)cc3CC(=O)N([C@@H](C)CO)C[C@@H]2C)cc1
[12] CN(CCCn1ccc(NC(=O)OCc2ccccc2)nc1=O)CCc1ccccn1
[13] Cc1noc(C)c1COc1ccc(C(=O)N2CCN(S(=O)(=O)c3cccc(F)c3)CC2)cc1
[14] O=C(O)/C=C/C(=O)Nc1cccc(C(F)(F)F)c1
[15] CCOc1ccc(N2C(=O)CC(SCc3nc4ccccc4[nH]3)C2=O)cc1 (stereo unspecified)
[16] O=C(NCc1ccccc1)C1CCCN(C(=O)c2ccc(F)cc2)C1 (stereo unspecified)
[17] C[C@H](CO)N1C[C@H](C)[C@H](CN(C)C(=O)Nc2ccc3c(c2)OCO3)Oc2ccc(NC(=O)Nc3ccccc3)cc2CC1=O
[18] C[C@H]1CN([C@@H](C)CO)S(=O)(=O)c2ccc(C#CC3CCCC3)cc2O[C@H]1CN(C)Cc1ccccc1C(=O)O
[19] COc1ccc(N/C=C(\C(C)=O)c2ccc(OC)c(OC)c2)cc1OC
[20] O=C1C2CCCCN2C(=O)N1CCN1CCN(c2ccc(F)cc2)CC1 (stereo unspecified)

| assay / compound | 11 | 12 | 13 | 14 | 15 | 16 | 17 | 18 | 19 | 20 |
| --- | --- | --- | --- | --- | --- | --- | --- | --- | --- | --- |
| Xi reactivation | 0.0 | -0.1 | 0.1 | 0.1 | 0.0 | 0.0 | 0.0 | -0.1 | 0.0 | 0.0 |
| LGR2 antag | 0 | 4 | -11 | -6 | -21 | 12 | 11 | 10 | -6 | 4 |
| Statin myotox sup | 17 | 21 | 3 | . | . | 10 | -2 | -2 | . | -13 |
| SIRT5 block | 10 | -2 | 28* | -4 | -2 | 0 | 7 | 8 | . | 1 |
| Cneo AK release | -1 | 1 | 0 | . | . | 1 | -3 | -3 | . | 1 |
| PGC1a acetyl inh | 6 | 1 | 7 | 4 | 33 | 4 | 1 | 0 | 7 | -9 |
| ERAP1 inh | 0 | 0 | -7 | -4 | -3 | -7 | 6 | 2 | 5 | 5 |
| S100A4 inh HTS | 7 | 0 | -6 | -9 | -1 | -1 | -5 | -91 | -3 | -3 |

Three entries out of the list above, ordered by their value in ERAP1 inh, smallest number first:
item	Molecule	LGR2 antag	SIRT5 block	PGC1a acetyl inh	ERAP1 inh	S100A4 inh HTS
11	Cc1ccc(S(=O)(=O)N(C)C[C@H]2Oc3ccc(NC(=O)Nc4cccc5ccccc45)cc3CC(=O)N([C@@H](C)CO)C[C@@H]2C)cc1	0	10	6	0	7
18	C[C@H]1CN([C@@H](C)CO)S(=O)(=O)c2ccc(C#CC3CCCC3)cc2O[C@H]1CN(C)Cc1ccccc1C(=O)O	10	8	0	2	-91
20	O=C1C2CCCCN2C(=O)N1CCN1CCN(c2ccc(F)cc2)CC1 (stereo unspecified)	4	1	-9	5	-3

Carrying on:
[21] C[C@H]1CN([C@@H](C)CO)C(=O)c2cc(C#CC3(O)CCCC3)cnc2O[C@@H]1CN(C)C(=O)C1CCOCC1
[22] O=C(Nc1ccc(C(=O)N2CCOCC2)cc1)Nc1cccc2ccccc12
[23] O=C(COC(=O)/C=C/c1ccc(Cl)cc1)Nc1ccc2[nH]c(=O)[nH]c2c1
[24] CC(=O)SC1CC2=CC(=O)CCC2(C)C2CCC3(C)C(CCC34CCC(=O)O4)C12 (stereo unspecified)
[25] Cc1cc(O)c(C(C)C)cc1NC(=O)Nc1cccc2ccccc12
[26] O=C(CN1CCc2ccccc2C1)Nc1cccc(S(=O)(=O)N2CCCC2)c1
[27] CCCOc1ccc(C(=O)NC(=S)NNC(=O)c2c(-c3ccccc3)noc2C)cc1

| assay / compound | 21 | 22 | 23 | 24 | 25 | 26 | 27 |
| --- | --- | --- | --- | --- | --- | --- | --- |
| Xi reactivation | -0.8 | 0.0 | -0.1 | 0.2 | -0.1 | 0.2 | 0.2 |
| LGR2 antag | -10 | -28 | 5 | 34 | 0 | . | 3 |
| Statin myotox sup | -8 | . | 1 | . | 28 | . | . |
| SIRT5 block | -10 | 0 | 1 | -3 | -5 | 1 | -2 |
| Cneo AK release | 1 | . | -1 | 1 | 0 | . | 1 |
| PGC1a acetyl inh | 3 | 3 | . | 38 | 2 | -7 | -8 |
| ERAP1 inh | 1 | 2 | 5 | 1 | -1 | 1 | -5 |
| S100A4 inh HTS | -1 | 1 | -6 | -2 | 2 | 4 | -4 |

Of the compounds above, these have nitrogen in an aromatic ring.
[2] COc1ccc(/C=N/n2cnn(Cc3ccccc3Cl)c2=S)cc1
[3] C[C@H](CO)N1C[C@H](C)[C@H](CN(C)Cc2cccc(F)c2)Oc2ncc(C3=CCCC3)cc2C1=O
[4] Cc1cc(C)cc(C(=O)OCC(=O)Nc2ncccn2)c1
[8] Cc1cccc(-c2ccc([C@H]3[C@@H](CO)N4CCCCN(C(=O)c5ccncc5)C[C@@H]34)cc2)c1
[12] CN(CCCn1ccc(NC(=O)OCc2ccccc2)nc1=O)CCc1ccccn1
[13] Cc1noc(C)c1COc1ccc(C(=O)N2CCN(S(=O)(=O)c3cccc(F)c3)CC2)cc1
[15] CCOc1ccc(N2C(=O)CC(SCc3nc4ccccc4[nH]3)C2=O)cc1 (stereo unspecified)
[21] C[C@H]1CN([C@@H](C)CO)C(=O)c2cc(C#CC3(O)CCCC3)cnc2O[C@@H]1CN(C)C(=O)C1CCOCC1
[23] O=C(COC(=O)/C=C/c1ccc(Cl)cc1)Nc1ccc2[nH]c(=O)[nH]c2c1
[27] CCCOc1ccc(C(=O)NC(=S)NNC(=O)c2c(-c3ccccc3)noc2C)cc1

| assay / compound | 2 | 3 | 4 | 8 | 12 | 13 | 15 | 21 | 23 | 27 |
| --- | --- | --- | --- | --- | --- | --- | --- | --- | --- | --- |
| Xi reactivation | 0.0 | -0.1&0.1 | 0.0 | 0.5 | -0.1 | 0.1 | 0.0 | -0.8 | -0.1 | 0.2 |
| LGR2 antag | . | -3&4 | 1 | ? | 4 | -11 | -21 | -10 | 5 | 3 |
| Statin myotox sup | . | 63&7 | -17 | 29 | 21 | 3 | . | -8 | 1 | . |
| SIRT5 block | -1 | -1&-7&7 | -3 | 1 | -2 | 28* | -2 | -10 | 1 | -2 |
| Cneo AK release | . | 4&2 | -1 | 3 | 1 | 0 | . | 1 | -1 | 1 |
| PGC1a acetyl inh | . | 3&2 | 0 | -2 | 1 | 7 | 33 | 3 | . | -8 |
| ERAP1 inh | -3 | -1&-2 | 0 | . | 0 | -7 | -3 | 1 | 5 | -5 |
| S100A4 inh HTS | 3 | 6&12&-9 | -1 | -6 | 0 | -6 | -1 | -1 | -6 | -4 |
